MLLE-PAM2 inh – inhibitors of microRNA-mediated deadenylation, human PABP1 MLLE binding. P11940. GST-MLLE / FITC-PAM2 fluorescence polarization. actives 0.36% (n = 360,000). inhibition, % at 20 µM; in the data active means inhibition above about 35%, passing the limit was not always enough;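 further: plate controls were DMSO wells with GST-MLLE for no effect and wells lacking GST-MLLE protein for full effect; some results filed as inactive read as strong as hits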
DNMT1 block – DNMT1 (human) enzyme inhibition; P26358; DNMT1 molecular beacon, Hinp1I cleavage, fluorescence; inhibition (reported as % activation of signal), % at 10 µM; actives 0.83% (n = 360,000); in the data active means inhibition above about 50%
STEP block – STEP (human) phosphatase inhibition. AID 588621. recombinant STEP, OMFP fluorogenic substrate, fluorescence. actives 0.25% (n = 360,000). inhibition, % at 20 µM;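 active means inhibition at 20 µM, scaled per plate between control wells, above about 37%, limit read from the data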;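 further: 0% = DMSO with enzyme and substrate and 100% = substrate only without enzyme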
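System: STEP (striatal-enriched tyrosine phosphatase) enzyme, cell-free; medium: Bis-Tris pH 6.0 buffer with DTT, detergent; dosing: 20 µM, 1% DMSO; times: reaction 20 min, ambient temperature; detection: fluorescence, 480/540 nm; read-out basis: normalized % inhibition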
Tb MetRS inh – blocks T. brucei methionyl-tRNA synthetase activity. purified T. brucei MetRS, ATP depletion, Kinase-Glo luminescence. inhibition, % at 11.9 µM. actives 0.4% (n = 360,000). AID 624268;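 active means inhibition above a per-plate cutoff of the control wells' mean inhibition plus 3 SD, cut at about 5.5% in these data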;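 further: 0% = DMSO wells median and 100% = median of wells with control inhibitor compound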
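Material – parasite MetRS enzyme · Medium – HEPES-MgCl2-KCl buffer plus DTT, spermine, BSA, pyrophosphatase · Reagent – ATP, methionine and E. coli bulk tRNA substrates · Times – 15 min enzyme-compound preincubation, 2 h reaction, 10 min detection, 25 °C · Measured by – luminescence of leftover ATP · Evaluation – percent inhibition relative to median high and low control wells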
Rpn11 inh – blocks the human proteasome subunit Rpn11; O00487; human 26S proteasome, Ub4-pepOG fluorescence polarization; 20S core pre-blocked with epoxomicin; calls only at 20 µM; actives 0.59% (n = 360,000); AID 588493;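 active means inhibition at 20 µM, scaled to each plate's controls, above about 33%, limit read from the data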
Target sequence (O00487 whole entry, looked up): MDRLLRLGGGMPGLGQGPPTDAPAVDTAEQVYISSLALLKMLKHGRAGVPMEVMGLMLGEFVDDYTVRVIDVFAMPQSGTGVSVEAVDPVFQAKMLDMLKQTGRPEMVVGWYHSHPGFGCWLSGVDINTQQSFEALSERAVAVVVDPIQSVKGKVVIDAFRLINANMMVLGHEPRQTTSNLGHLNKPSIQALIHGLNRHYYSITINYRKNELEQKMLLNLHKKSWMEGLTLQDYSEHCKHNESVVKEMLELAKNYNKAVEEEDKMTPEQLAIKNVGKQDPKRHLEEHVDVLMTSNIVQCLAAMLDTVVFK
CSN deneddyl inh – CSN deneddylation inhibition | Q92905 | Purified CSN, SCF-Nedd8-OG deneddylation, fluorescence polarization | inhibition, % at 12.5 µM | actives 0.38% (n = 360,000) | AID 651999;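 active means pattern-corrected inhibition above about 35%, with an unprinted fluorescence ratio check between 0.5 and 1.5, limit read from the data, passing the limit was not always enough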;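 further: 0% = enzyme with substrate and 100% = substrate without enzyme; some results filed as inactive read as strong as hits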
Target sequence (Q92905 whole entry, looked up, one chain of several): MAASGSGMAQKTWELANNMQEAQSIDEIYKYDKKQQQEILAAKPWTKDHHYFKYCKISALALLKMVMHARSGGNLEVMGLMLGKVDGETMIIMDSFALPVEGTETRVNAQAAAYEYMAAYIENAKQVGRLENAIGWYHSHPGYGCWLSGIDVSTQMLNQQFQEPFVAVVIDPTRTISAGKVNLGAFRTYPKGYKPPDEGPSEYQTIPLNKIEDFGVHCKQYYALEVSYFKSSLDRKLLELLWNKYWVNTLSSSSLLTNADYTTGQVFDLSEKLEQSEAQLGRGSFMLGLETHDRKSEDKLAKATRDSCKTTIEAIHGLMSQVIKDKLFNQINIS
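Assay system: Purified human Csn5 enzyme expressed in HEK293T cells | Amount: Enzyme 0.24 nM | Measured by: Fluorescence polarization readout | Medium: Tris/NaCl/DTT buffer, pH 7.5 | Compound dosing: One concentration, 12.5 µM, 0.25% DMSO | Times: 90 min incubation of compound, enzyme and substrate at room temperature | Control set: no-enzyme wells high, enzyme-with-substrate wells low | Read-out: % inhibition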
SUMO1 PPI mod – modulators of human SUMO1-mediated protein-protein interactions; P63165; SUMO1 binding to a labelled peptide, TR-FRET, 1 h; inhibition, % at 20 µM; actives 0.33% (n = 360,000); AID 602429; in the data active means inhibition above about 37%
Target sequence (P63165 whole entry, looked up): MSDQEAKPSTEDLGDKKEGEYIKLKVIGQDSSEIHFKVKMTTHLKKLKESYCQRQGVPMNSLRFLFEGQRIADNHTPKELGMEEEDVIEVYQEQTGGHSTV
NadD block – blocks S. aureus nicotinate mononucleotide adenylyltransferase; purified NadD enzyme, colorimetric absorbance read-out; inhibition, % at 20 µM; AID 602399; actives 0.78% (n = 360,000); in the data active means inhibition above about 26%; further: some compounds past the cut are filed as inactive
LMPTP inh – blocks human LMPTP phosphatase. P24666. recombinant LMPTP-A, OMFP fluorogenic substrate, fluorescence intensity. inhibition, % at 20 µM. actives 0.22% (n = 360,000);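 active means compounds that cut the enzyme signal by at least half of the control window in the single-dose screen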;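 further: plate controls were DMSO wells with enzyme plus substrate for no effect and substrate without enzyme for full effect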
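Test system – LMPTP-A phosphatase enzyme · Quantity – 0.625 nM LMPTP-A final · Reagent – OMFP substrate, 400 µM final · Dosing – one test concentration per compound, 20 µM, with 3% DMSO overall · Timing – 50 min enzyme reaction at room temperature, protected from light · Detection – fluorescence intensity · Controls – substrate-only low control, DMSO enzyme-plus-substrate high control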
Scp1 inh – blocks human Scp-1 phosphatase activity. Recombinant Scp1, phosphopeptide, malachite green phosphate absorbance. inhibition, % at 20 µM. AID 493091. actives 0.88% (n = 340,000);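 active means inhibition above about 50% at 20 µM, limit read from the data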;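 further: plate controls were DMSO wells with enzyme for no effect and wells lacking enzyme for full effect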
Target sequence (Q9GZU7 76-261 limits assumed): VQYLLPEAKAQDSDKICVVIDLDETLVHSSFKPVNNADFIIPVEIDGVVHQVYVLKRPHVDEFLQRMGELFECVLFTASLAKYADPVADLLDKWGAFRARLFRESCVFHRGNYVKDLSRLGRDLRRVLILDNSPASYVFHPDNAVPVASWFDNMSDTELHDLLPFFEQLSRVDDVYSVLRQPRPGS
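Incubation: 45 min enzyme reaction at room temperature / System: truncated SCP-1 phosphatase (76-261aa) / Reagent: Phospho 17-mer peptide substrate / Buffer or medium: Acidic Tris acetate buffer with magnesium and detergent / Signal: absorbance at 630 nm / Doses: one concentration, 20 µM, with 1.0% DMSO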
* hit, by the source's call; i = inactive; · = not tested or not shown.

Sample of the layout:
SMILES	MLLE-PAM2 inh	DNMT1 block	STEP block	Tb MetRS inh	Rpn11 inh	CSN deneddyl inh	SUMO1 PPI mod	NadD block	LMPTP inh	Scp1 inh
CS(=O)(=O)N(Cc1ccccc1)c1ccc(C(=O)Nc2ccccc2Sc2ccccc2)cc1	9	28	0	-0.8	i	-1	3	-8	-1.5	-7
CC(=O)C1(O)C(C)CC2C3CCC4CC(O)CCC4(C)C3=CCC21C (centres undefined)	-3	-2	-3	-0.3	i	11	0	1	-0.7	1

The listing (from the top)
SMILES	MLLE-PAM2 inh	DNMT1 block	STEP block	Tb MetRS inh	Rpn11 inh	CSN deneddyl inh	SUMO1 PPI mod	NadD block	LMPTP inh	Scp1 inh
CS(=O)(=O)N(Cc1ccccc1)c1ccc(C(=O)Nc2ccccc2Sc2ccccc2)cc1	9	28	0	-0.8	i	-1	3	-8	-1.5	-7
CC(=O)C1(O)C(C)CC2C3CCC4CC(O)CCC4(C)C3=CCC21C (centres undefined)	-3	-2	-3	-0.3	i	11	0	1	-0.7	1
CCn1c(C(=O)O)c(CC(=O)Nc2ccc(Br)cc2C)c2ccccc21	-2	-2	5	0.0	i	2	3	-1	-0.6	-13
Cc1cc(C)cc(-n2nc(C)cc2N)c1	5	-3	-2	-1.9	i	1	-2	-6	0.7	0
CC1=CC(C)(C)Nc2ccc(OC(=O)CCN3C(=O)c4ccccc4C3=O)cc21	10	-8	0	0.0	i	-12	-9	-6	1.5	-8
COC(=O)c1cc(-c2c(C)oc3cc(OC)ccc3c2=O)c(C)o1	-17	5	0	-0.1	i	1	0	0	0.0	1
Cc1c(Br)c(C(F)(F)F)nn1CC(=O)N1CCCC1	8	1	-2	-0.8	i	3	5	0	-1.4	-1
O=C(O)C1C2C=CC(C2)C1C(=O)NC1CCN(Cc2ccccc2)CC1 (centres undefined)	3	5	0	-0.6	i	1	0	0	-5.2	3
O=C(Cn1cc2c(n1)CCCC2)NCCCN1CCCC1	-22	-6	3	-1.4	i	0	-29	0	-3.7	-12
OC(COCC1COc2ccccc2O1)CN1CCN(c2ccc(F)cc2)CC1 (centres undefined)	-1	0	-1	-0.4	i	-17	-2	-4	-1.4	-3
CCOC(=O)c1cn(-c2ccccc2)nc1-c1cccnc1	-3	-4	0	-0.7	i	-2	1	5	0.5	2
CCSc1nc2c(cnn2-c2ccc(C)c(C)c2)c(=O)[nH]1	3	12	-1	-0.2	i	5	29	2	8.7	-10
CCN(CC)c1nc(Oc2ccc(C(=O)NN)cc2)nc(Oc2ccc(C(=O)NN)cc2)n1	0	-2	-2	-0.4	i	2	2	7	-0.7	3
CCOc1ccccc1CN1CCNC(=O)C1CC(=O)NCc1nc(C)cs1 (centres undefined)	15	-3	-1	-0.5	i	1	-6	2	0.0	-8
COc1cccc(/C=N/NC(=O)c2ccc(=O)n(C)c2)c1O	-2	3	2	-1.2	i	-2	-3	-5	-1.6	-9
CCCc1cc(=O)[nH]c(SCC(=O)OCc2ccccc2)n1	9	1	2	-2.1	i	3	-2	-2	-0.9	5
CCN(CC)S(=O)(=O)c1cccc(C(=O)Nc2cc3oc4ccccc4c3cc2OC)c1	-79	-8	0	0.1	i	1	-2	-2	2.8	1
CNC(=S)Nc1cc(S(=O)(=O)Nc2cc(Cl)ccc2Cl)ccc1N1CCCC1	-3	-8	3	-1.1	i	5	8	18	0.7	-10
CCOC(=O)COc1nc2ccc(Br)cc2c(-c2ccccc2)c1C(C)=O	-7	-1	-1	-0.7	i	3	1	-5	-0.6	-7
O=C(CCN1C(=O)C2CC=CCC2C1=O)NC1CCCCC1 (centres undefined)	12	0	0	-0.3	i	-3	1	-4	-1.1	-6
COc1cc(NC(=O)CN2C(=O)NC(C)(c3ccccc3)C2=O)c(C)cc1[N+](=O)[O-] (centres undefined)	-2	9	-2	0.2	i	-1	-16	2	0.1	7
COc1ccc(CN2CCN(C(=O)c3cccs3)CC2)cc1Br	-4	-5	2	-1.1	i	2	4	2	-0.3	-6
COc1ccccc1NS(=O)(=O)c1cc(NC(=O)c2sccc2C)ccc1N1CCCC1	17	-7	98*	-0.2	i	5	3	15	4.0	-7
CC(CN1CCCC(C(N)=O)C1)c1ccccc1 (centres undefined)	-3	3	-2	-0.9	i	1	-5	2	-1.0	3
CCOc1ccc(CCNC(=O)C2(c3ccccc3)CC2)cc1OCC	-1	1	-1	-0.5	i	-1	5	-15	-0.9	-10

Additional entries follow.
SMILES	MLLE-PAM2 inh	DNMT1 block	STEP block	Tb MetRS inh	Rpn11 inh	CSN deneddyl inh	SUMO1 PPI mod	NadD block	LMPTP inh	Scp1 inh
CSc1cccc(NC(=O)CN(C)S(=O)(=O)c2ccc(F)cc2)c1	8	1	-12	0.1	i	-9	2	-6	1.3	-7
CC1C/C(=C/c2ccncc2)C(=O)/C(=C/c2ccncc2)C1 (centres undefined)	6	15	2	-0.4	i	18	-7	-1	1.4	-9
CCSc1nnc(NC(=O)NC(C)(C(F)(F)F)C(F)(F)F)s1	1	1	0	0.2	i	-7	0	-3	1.0	-5
Cc1ccccc1[C@@H](NC(=O)OC(C)(C)C)C(=O)OC(C)(C)C	1	5	-3	-0.3	i	0	3	-1	-0.8	-8
Cc1ccnc(SCCn2c(N3CCC(C)CC3)nc3c2c(=O)[nH]c(=O)n3C)n1	7	3	0	0.2	i	1	3	-2	-2.0	-5
COc1ccc(NC(=O)c2cn(-c3ccccc3)nc2-c2cc3ccccc3o2)cc1	-1	-2	2	-0.1	i	3	2	1	4.1	-20
C=C(C)CSc1nc2ccccc2[nH]1	4	1	-4	-0.4	i	-15	-6	-5	-1.5	-3
COc1ccccc1OCCNC(=O)C1CC(=O)N(Cc2ccccc2)C1 (centres undefined)	-9	1	2	-0.2	i	-4	-11	3	-8.0	-7
CCCCNc1c(-c2ccc(OC)c(Sc3ccc(OC)cc3)c2)nc2ccccn12	-7	-33	0	-0.1	i	-2	-5	4	16	12
O=C(N/N=C/c1ccccc1)c1[nH]c2ccc(Br)cc2c1-c1ccccc1	1	-5	-2	-0.6	i	2	-3	34*	4.4	1
COc1ccc(CCNC(=O)CN(C)S(=O)(=O)c2ccc3nc(C)sc3c2)cc1OC	1	1	1	-0.5	i	-4	2	0	-2.4	-1
O=C(O)c1cccc(CSc2nnc(Cc3ccccc3)o2)c1	-21	-1	-2	0.1	i	-1	4	7	-0.2	-5
COc1ccc(CCNC(=O)CCC(=O)N2CC(C)Oc3ccc(Cl)cc32)cc1OC (centres undefined)	4	-3	1	-0.4	i	1	2	2	-1.2	-9
COc1cc(S(=O)(=O)NCc2ccncc2)ccc1Br	24	1	-1	-0.5	i	1	0	2	1.0	5
c1ccc(/N=C2\N=C(Nc3ccccn3)c3ccccc32)nc1	2	3	-1	-0.7	i	-2	-15	-8	1.1	-4
CCOC(=O)N1CCN(CC(=O)N2c3ccccc3CCc3ccccc32)CC1	-12	0	-1	-0.4	i	-2	-2	-7	-3.8	0
COc1ccc(C(=O)CCN2CCCCCC2)cc1	28	3	2	0.0	i	0	-3	-2	-1.3	2
CN1CCc2c(sc3nc(NCCO)n(-c4cccc(Cl)c4)c(=O)c23)C1	-23	1	-1	-0.3	i	2	9	-1	1.9	-7
COc1ccc(C(=O)N/N=C\c2ccoc2)cc1	3	14	4	-0.9	i	-2	0	1	2.0	39
O=S1(=O)CC(N2CCSCC2)CN1Cc1cn(Cc2cccc(Cl)c2)nn1 (centres undefined)	·	·	·	0.1	·	1	2	2	-1.7	·
Cc1ccc(NC(=O)CCNS(=O)(=O)c2cccs2)cc1F	7	-1	-1	-0.1	i	2	4	-7	1.4	-8
C[C@@H]1CN([C@H](C)CO)C(=O)c2cc(NC(=O)C3CCCCC3)ccc2O[C@@H]1CN(C)Cc1ccc(C(F)(F)F)cc1	-3	-12	1	-0.2	i	-2	-3	-7	-1.1	-6
Cc1cccc(C)c1Nc1nnc(SCC(=O)Nc2ncc(C(F)(F)F)cc2Cl)s1	-12	6	2	-0.9	i	2	0	7	-0.3	12
COc1ccc(CC(=O)Nc2cc(C)on2)cc1	2	1	2	0.3	i	-3	1	-5	-1.0	-6
CCCSc1nc(C)cc(C)c1C(N)=O	3	3	5	-0.8	i	3	5	8	-0.6	7

(listing goes on)
SMILES	MLLE-PAM2 inh	DNMT1 block	STEP block	Tb MetRS inh	Rpn11 inh	CSN deneddyl inh	SUMO1 PPI mod	NadD block	LMPTP inh	Scp1 inh
N#Cc1cccc(C(=O)C(=O)N2CCCN(Cc3ccc(F)cc3)CC2)c1	·	·	·	-0.6	·	0	-2	·	-1.5	·
Cn1c(CCC(=O)Nc2ccc(N3CCOCC3)cc2)nc(=O)c2ccccc21	-1	-4	-2	-0.1	i	0	0	-1	0.3	47
O=C(COC(=O)CNC(=O)c1cccs1)Nc1ccccc1C(F)(F)F	-4	1	-1	-0.8	i	2	3	0	0.0	-6
C[C@H]1COC(=O)[C@H](Cc2ccc(F)cc2)C/C=C\C[C@@H](CC(=O)NCCO)C(=O)N1	-7	0	-1	0.7	i	4	1	1	-0.5	-11
COc1cc(NC2c3ccccc3C(=O)N2c2ccc(C)cn2)cc(OC)c1OC (centres undefined)	4	-5	2	-0.7	i	-5	0	3	-0.3	-8
O=C(C1=C(O)C(=O)N(CCN2CCOCC2)C1c1cccc(Br)c1)c1cc2ccccc2o1 (centres undefined)	2	-3	5	0.9	i	2	-16	16	0.9	-9
CCOc1ccc2cc(/C=C/C(=O)c3ccco3)c(Cl)nc2c1	-48	3	0	0.4	·	33	-5	6	0.5	-4
CCOc1ccc(S(=O)(=O)N2CCN(Cc3ccccc3)CC2)c2cccnc12	14	1	0	-1.4	i	2	-1	5	-0.1	34
O=C(COc1ccc2ccccc2c1)NC1CC1	-5	3	0	0.1	i	0	-4	6	-0.5	-8
Cc1cc(C)n(CC2CC(=O)N(c3ccc(F)c(Cl)c3)C2=O)n1 (centres undefined)	2	0	-6	-0.5	i	0	2	0	-0.1	-5
CNCc1sccc1C	21	2	-2	-0.4	i	-6	0	-1	-3.0	-3
Cn1cc(S(=O)(=O)Nc2ccc(F)cc2F)c(=O)n(C)c1=O	-24	-1	-4	-0.9	i	-2	0	-2	-0.8	4
Cc1nc(C)c(C(=O)NCCC(c2ccccc2)c2ccccc2)o1	-11	-1	4	-0.3	i	2	0	3	-0.6	-7

Screens: PubChem, several laboratories

This is a random part of the collection (roughly 3.6% active in at least one column).
